CendR NRP1 mod = alters CendR peptide binding to human NRP-1. O14786. FAM-RPARPAR peptide binding to NRP-1, fluorescence polarization. inhibition, % at 25 µM. 360,000 tested, 0.85% active. AID 602438;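 active = inhibition or corrected inhibition above about 18%, plus a signal ratio from 0.5 to 1.5, limit read from the data, passing the limit was not always enough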; note: strong numbers were not always called active
MsrA act = activates bovine MsrA enzyme; activation, % at 10.6 µM; purified bovine MsrA, absorbance read-out; AID 602163; 360,000 tested, 0.3% active; in the data active = activation above about 7.5%;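 note: 0% = vehicle and 100% = reference activator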
SKN-1 block = inhibitors of C. elegans SKN-1 | C. elegans VP596 Pgst-4::GFP/RFP ratio, acrylamide-induced, 24 h | inhibition, % at 21.8 µM | 360,000 tested, 0.49% active | AID 624304;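 active = interference check ratio from 0.5 to 1.5 plus GFP to RFP signal ratio inhibition reaching or exceeding a fixed threshold, cut at about 30% in these data, passing the limit was not always enough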; note: some compounds called inactive have numbers as strong as hits
MT1-MMP act inh = blocks activation of human MT1-MMP; 360,000 tested, 0.061% active; P50281; HT1080 RFP-PRO-GFP cells, GFP/RFP ratio fluorescence, overnight; percent of plate control window, DMSO zero; GFP/RFP ratio change, % at 20 µM; AID 651647;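 active = GFP/RFP ratio change of at least 30% with cell ATP level not reduced by more than half and red fluorescence within 50% of control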; note: strong numbers were not always called active
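system = RFP-PRO-GFP reporter HT1080 cells | dosing = 20 µM single dose, 1% DMSO | timing = overnight cell settling, then overnight compound exposure, 37 °C, 5% CO2 | read-out basis = GFP/RFP fluorescence ratio | controls = DMSO and RFP-L50D-GFP cell wells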
eLon inh = inhibitors of E. coli Lon protease; inhibition, % at 7.94 µM; purified E. coli Lon protease, fluorescence polarization; P0A9M0; 360,000 tested, 0.42% active; AID 602123; in the data active = inhibition above about 13%, passing the limit was not always enough;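 note: 0% = enzyme with probe and DMSO and 100% = no enzyme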
MsrA inhibitor = inhibits bovine methionine sulfoxide reductase A; purified bovine MsrA, absorbance read-out; inhibition, % at 15.5 µM; 360,000 tested, 0.75% active; in the data active = inhibition above about 4.5%;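 note: 0% = vehicle wells with enzyme and 100% = reference inhibitor wells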
Neddyl block = blocks human cullin neddylation; P61081+Q13564; calls only at 25 µM; TR-FRET cullin neddylation, biochemical; 360,000 tested, 0.58% active; in the data active = inhibition above about 36%
Rin1 Abl inh = blocks binding of human Rin1 to Abl; inhibition, % at 7.35 µM; P00519+Q13671; TR-FRET Rin1/Abl binding, biochemical; 360,000 tested, 0.4% active; AID 588664; in the data active = inhibition above about 5%, passing the limit was not always enough
Target sequence (P00519 whole entry, looked up): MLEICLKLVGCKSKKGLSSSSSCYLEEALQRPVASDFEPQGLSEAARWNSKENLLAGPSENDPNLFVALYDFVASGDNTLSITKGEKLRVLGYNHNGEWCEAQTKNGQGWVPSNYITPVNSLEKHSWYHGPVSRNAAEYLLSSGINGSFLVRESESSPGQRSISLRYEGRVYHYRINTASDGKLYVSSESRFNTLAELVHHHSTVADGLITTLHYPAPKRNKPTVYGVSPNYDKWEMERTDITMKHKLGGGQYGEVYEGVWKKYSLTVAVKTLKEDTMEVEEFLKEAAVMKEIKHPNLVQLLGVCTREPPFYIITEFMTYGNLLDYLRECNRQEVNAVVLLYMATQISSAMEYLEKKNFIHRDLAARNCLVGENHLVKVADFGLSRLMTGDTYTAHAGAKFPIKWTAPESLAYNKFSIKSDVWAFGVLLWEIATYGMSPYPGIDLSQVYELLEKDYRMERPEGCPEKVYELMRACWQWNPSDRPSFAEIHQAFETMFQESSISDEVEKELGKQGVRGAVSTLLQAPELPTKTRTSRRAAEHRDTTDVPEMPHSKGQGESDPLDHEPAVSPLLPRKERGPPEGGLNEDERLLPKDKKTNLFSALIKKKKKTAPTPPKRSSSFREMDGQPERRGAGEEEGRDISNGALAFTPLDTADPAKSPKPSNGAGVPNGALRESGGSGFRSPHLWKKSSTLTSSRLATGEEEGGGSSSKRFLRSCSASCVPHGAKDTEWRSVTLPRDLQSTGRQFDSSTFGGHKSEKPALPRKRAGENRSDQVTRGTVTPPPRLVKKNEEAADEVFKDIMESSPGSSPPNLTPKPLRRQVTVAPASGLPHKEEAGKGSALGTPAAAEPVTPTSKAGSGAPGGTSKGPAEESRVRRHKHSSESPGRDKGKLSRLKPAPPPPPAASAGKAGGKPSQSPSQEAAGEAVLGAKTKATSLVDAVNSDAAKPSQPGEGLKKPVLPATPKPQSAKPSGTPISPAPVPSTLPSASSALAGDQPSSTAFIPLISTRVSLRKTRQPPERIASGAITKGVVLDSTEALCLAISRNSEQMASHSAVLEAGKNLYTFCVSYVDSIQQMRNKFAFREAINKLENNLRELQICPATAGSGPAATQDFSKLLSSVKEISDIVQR
Target sequence (Q13671 whole entry, looked up): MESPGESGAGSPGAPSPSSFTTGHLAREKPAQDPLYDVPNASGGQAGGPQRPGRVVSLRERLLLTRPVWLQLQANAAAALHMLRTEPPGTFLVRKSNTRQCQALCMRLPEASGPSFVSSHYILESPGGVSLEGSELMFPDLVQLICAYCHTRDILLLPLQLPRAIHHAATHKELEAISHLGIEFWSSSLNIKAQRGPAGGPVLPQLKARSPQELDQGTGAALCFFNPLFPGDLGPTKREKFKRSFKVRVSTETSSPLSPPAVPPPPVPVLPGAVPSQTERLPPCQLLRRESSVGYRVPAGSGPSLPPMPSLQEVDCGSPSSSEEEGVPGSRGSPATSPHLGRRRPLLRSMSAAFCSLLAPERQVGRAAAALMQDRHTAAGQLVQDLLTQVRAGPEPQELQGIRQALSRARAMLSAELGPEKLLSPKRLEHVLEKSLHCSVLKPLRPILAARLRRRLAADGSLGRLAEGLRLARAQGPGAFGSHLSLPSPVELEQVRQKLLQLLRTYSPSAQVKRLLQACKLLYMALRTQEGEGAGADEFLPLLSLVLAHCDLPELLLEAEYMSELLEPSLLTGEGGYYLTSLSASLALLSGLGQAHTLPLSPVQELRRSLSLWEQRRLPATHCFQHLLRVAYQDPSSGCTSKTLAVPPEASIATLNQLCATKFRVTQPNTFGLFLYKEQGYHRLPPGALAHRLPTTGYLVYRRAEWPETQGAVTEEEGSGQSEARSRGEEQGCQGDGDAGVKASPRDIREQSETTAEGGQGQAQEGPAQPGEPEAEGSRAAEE
FAS TE block = inhibitors of human fatty acid synthase thioesterase domain; recombinant FAS-TE, OMFH fluorogenic substrate, fluorescence endpoint; AID 602261; P49327; inhibition, % at 15 µM; 360,000 tested, 0.67% active;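 active = compounds whose normalised, plate-corrected inhibition of enzyme fluorescence in the single-dose primary screen is 50% or more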;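 note: 0% = DMSO with enzyme and 100% = substrate without enzyme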
* hit, by the source's call; i = inactive; . = not tested or not shown.

SMILES	CendR NRP1 mod	MsrA act	SKN-1 block	MT1-MMP act inh	eLon inh	MsrA inhibitor	Neddyl block	Rin1 Abl inh	FAS TE block
O=S(=O)(c1ccc(SCCOc2ccccc2)nc1)N1CCCC1	8	-2	10	1	-8	-0.3	i	0	35
CN1CCN(C(=O)CSc2nnc(COc3ccc(Cl)cc3)o2)CC1	-2	-9	-6	-2	-2	-1.0	i	0	-4
CC(C(=O)NC(=O)NC1CCCCC1)N1CCN(C(c2ccccc2)c2ccccc2)CC1 (centres undefined)	-3	-6	-3	-48	-10	-1.6	i	-1	20
C/C=C/c1cccc(-c2nc(C(=O)N3CCOCC3)cc3c2[C@@H](CCO)N(C(=O)NC(C)C)C3)c1	-6	-2	4	-1	-2	1.0	i	.	-9
COc1ccc(N(CC(=O)Nc2nccs2)S(=O)(=O)c2c(C)nn(C)c2C)cc1	4	-8	-18	-1	-4	-0.5	i	0	-10
CCOC(=O)NCc1ccc2c(c1)OCO2	7	-3	2	1	-4	-0.3	i	1	-5
COc1ccc(NC(=O)C2CC(=O)n3cnnc3S2)cc1 (centres undefined)	15	-5	10	6	-2	0.0	i	-2	-8
CC(C)C[C@H]1CN=C(Nc2ccccc2)N1CCC1CCCCC1	-15	0	-1	3	-5	-1.5	i	0	-42
CCOc1ccc(NC(=O)CN(C)c2ccc(S(=O)(=O)N3CCOCC3)cn2)cc1OCC	2	0	8	3	4	-0.7	i	0	-12
COc1cc(OC)c(C(=O)OCC(=O)N2CCOCC2)cc1OC	-1	1	-4	-3	5	1.3	i	-3	-6
C=CC[C@@H](CC(=O)N(CCO)Cc1ccccc1)C(=O)N[C@H](COC(=O)[C@@H](CC=C)Cc1ccc(F)cc1)Cc1ccccc1	12	-2	-2	-27	1	-0.8	i	4	20
O=C(Nc1ccccc1N1CCCC1)C1CCCO1 (centres undefined)	-6	-7	-5	0	2	-0.1	i	0	-3
O=C(COC(=O)C1CCN(c2ccc(C(F)(F)F)cn2)CC1)Nc1ccc(Cl)cc1	3	-3	5	2	6	0.8	i	0	30
CC(C)(C)c1cc(-c2csc(Nc3ccccc3)[n+]2Cc2ccc(C(=O)O)cc2)cc(C(C)(C)C)c1O	-18	-4	7	2	-8	.	i	-2	45
O=C(c1ccco1)N1CCN=C1SCc1ccc(F)cc1	-1	3	-9	-4	-2	-0.2	i	-2	5
COc1ccc(OC)c2c(C)c(C)[nH]c12	-4	-2	-6	1	-9	0.1	i	-2	-2
CN(CC(=O)Nc1ccc(Cl)cc1)c1ccc(S(=O)(=O)N2CCCCC2)cc1[N+](=O)[O-]	3	0	17	2	6	0.6	i	-2	38
CCOC(=O)CNC(=O)Cc1ccc(OC)cc1	-12	-1	-12	1	6	-1.1	i	1	-2
Clc1ccc(N=C2SCCS2)cc1	-3	-8	5	3	6	1.5	i	-3	8
CC(=O)Oc1ccc2oc3c(c2c1)C(=O)CCC3	-7	-2	-18	-5	-15	-1.1	i	-1	2
S=c1[nH]nc(-c2cccnc2)o1	-4	2	-5	7	2	0.2	i	1	-4
O=C(NC1CCCC1)C1CCCN(S(=O)(=O)c2ccc(-n3cnnn3)cc2)C1 (centres undefined)	1	-5	-5	4	-12	-1.2	i	-34	-5
Cc1ccc(N2C(=O)C(Cc3ccc(O)cc3)NC2=S)cc1C (centres undefined)	7	-9	-3	1	-7	0.5	i	3	-9
Cc1ccnc(SC2CC(=O)N(c3ccc(C(C)C)cc3)C2=O)n1 (centres undefined)	-2	-2	-3	6	-1	-0.2	i	0	-1
N#Cc1ccccc1OCC(=O)Nc1ccc(S(=O)(=O)N2CCOCC2)cc1	-10	-6	-7	-3	-9	-0.7	i	2	5
COC(=O)c1nn(-c2ccccc2)c(Cl)c1/C=N/OC(=O)c1ccc(Cl)c(Cl)c1	5	-2	-3	-8	3	-0.2	i	0	6
O=C(CCN1C(=O)C2CCCCC2C1=O)N1CCN(S(=O)(=O)c2cccc(F)c2)CC1 (centres undefined)	-4	-3	5	0	-3	-0.3	i	1	-6
CCN(CC)CC(=O)Nc1c(C#N)cnn1-c1ccccc1	8	0	-5	4	0	0.0	i	-2	-8
Cc1cc(NC(=O)CSc2nc(=O)n(CCN(C)C)c3c2CCCC3)no1	9	-2	20	-2	-3	0.2	i	-2	-4
FC(F)(F)c1ccccc1CNCc1ccncc1	9	5	0	0	6	1.4	i	0	-5
O=C(/C=C/c1ccc(S(=O)(=O)N2CCOCC2)cc1)NC(=S)Nc1ccc(N2CCOCC2)cc1	0	-8	5	4	-10	-1.2	i	0	-9
C[C@H](CO)N1C[C@H](C)[C@H](CN(C)S(=O)(=O)c2cccs2)Oc2ccc(NC(=O)Nc3ccc4c(c3)OCO4)cc2CC1=O	-21	-1	20	0	-2	1.3	i	-1	4
O=C1CSC(c2ccc([N+](=O)[O-])cc2)N1Cc1ccccc1 (centres undefined)	3	-1	20	1	1	0.7	i	-3	13
COc1cccc(-c2nnn(CCC(=O)O)n2)c1	-3	1	6	6	1	0.4	i	-3	20
CN1CCC(NC(=S)NC2CC2)CC1	15	-2	5	2	0	1.6	i	0	-7
C=C(C)COc1ccc2c(c1)CCC1C2CCC2(C)C(=O)C(=NO)CC12 (centres undefined)	-7	-9	-3	-6	7	-0.6	i	0	-114
CC(C)n1c(SCC(=O)NC2CCCCC2)nnc1-c1ccco1	5	-1	5	3	1	0.2	i	2	-2
CN(C)CCNC(=O)c1ccc(COc2ccc(Cl)cc2Cl)cc1	-14	-2	5	-3	4	-0.7	i	0	-6
CCC(C)NC(=O)COC(=O)c1csc2c1CCCC2 (centres undefined)	-3	-10	-2	4	4	-0.8	i	2	-5
CCCCC1CCC(c2nc(-c3ccccn3)no2)CC1 (centres undefined)	5	-13	6	3	1	-0.8	i	-4	22
CN(C(=O)c1ccnn1C)C1CCCN(Cc2ccccc2F)C1 (centres undefined)	3	-1	4	-2	0	-0.3	i	-4	-8
COCc1cc(C)nc2sc3c(=O)oc(C)nc3c12	-3	-2	-9	2	7	0.1	i	0	1
COCCNS(=O)(=O)c1ccc2c(c1)n(C)c(=O)n2C	-6	-1	-1	0	-7	-0.4	i	2	-7
CCCCN1C(=O)C(=O)NC[C@@H]1C(C)CC (some centres undefined)	-1	0	6	-2	-7	-0.8	i	2	-9
C/C(=N\N=C1\NC(=O)CC(C(=O)O)S1)c1cccs1 (centres undefined)	-7	-8	0	1	2	5.0*	i	0	-7
Cn1c(=O)c2cc(NC(=O)Nc3cccnc3)ccc2n1-c1ccc(C(C)(C)C)cc1	2	-2	5	-3	2	1.2	.	-5	2
CC(=O)Nc1ccc2c(c1)C(=Nc1ccc(C)cc1)c1ccccc1-2	1	-4	10	1	0	0.6	i	-9	-1
Cc1ccc(S(=O)(=O)NC(C)(C)CSc2nnc(N)s2)cc1	-8	-5	-19	1	1	-0.7	i	-1	-4
Cc1cccc(C)c1NC(=O)C1(C)CN(S(C)(=O)=O)CC(=O)N1CCc1c[nH]c2ccccc12 (centres undefined)	-5	.	-8	8	.	-1.0	i	.	.
O=C(CSc1ncnc2nc[nH]c12)N1CCN(c2ccc(Cl)cc2)CC1	0	-8	2	1	-4	0.4	i	0	-9
CC(=O)Oc1oc(-c2ccccc2)nc1/C=N/c1ccccn1	-11	-4	16	3	-16	2.8	i	0	-4
Cc1ccccc1S(=O)(=O)NC(=O)C1(C)CCN1C(=O)CCc1ccc(Cl)cc1Cl (centres undefined)	-16	-5	-6	0	-6	-1.2	i	2	-6
COc1ccc(C(=O)N2CCCC(c3nc(-c4ccc(C)o4)no3)C2)cc1OC (centres undefined)	12	1	15	1	-5	0.0	i	-1	-9
O=C(O)CCC(=O)Nc1nc2nc(-c3ccccc3)cc(-c3ccccc3)n2n1	9	-9	-22	1	0	2.6	.	2	-8
CC1=C(C(=O)OCCc2ccccc2)C(c2ccsc2)NC(=O)N1C (centres undefined)	-1	-2	5	-3	2	-0.7	i	3	7
O=C(c1ccccc1Cl)N1CCC(N2CCC(C(=O)N3CCCC3)CC2)CC1	-5	-12	3	-3	-31	-0.8	i	1	-3
COc1cc2c(cc1OC)-c1cc(Nc3cccc(C)c3)nc(=O)n1CC2	8	-5	5	7	-14	3.7	i	-3	-3
COc1ccc(C(CC(=O)Nc2nccs2)C(C)C)cc1 (centres undefined)	6	-1	-3	-5	6	2.1	i	-1	1
Cc1ccc(NC(=O)c2cc(S(=O)(=O)N3CCOCC3)cn2C)cc1Cl	10	-2	11	4	-1	-0.3	i	0	1
COc1ccc(N(C(=O)c2ccco2)C(C(=O)NC2CCCC2)c2ccncc2)cc1 (centres undefined)	5	-5	19	0	-4	0.6	i	0	-2

Continued.
SMILES	CendR NRP1 mod	MsrA act	SKN-1 block	MT1-MMP act inh	eLon inh	MsrA inhibitor	Neddyl block	Rin1 Abl inh	FAS TE block
Cc1cccc(C(=O)C(O)(c2ccccc2)C2CCCCC2=O)c1 (centres undefined)	2	0	0	-1	-8	-0.3	i	-4	21
COc1cccc(C(=O)N2C(C(=O)O)CSC2c2ccccc2Cl)c1 (centres undefined)	-4	-2	16	-4	-3	-0.8	i	1	-11
CS(=O)(=O)N1CCN(C(=O)CCc2ccccc2)CC1	6	-2	-4	-5	-12	0.5	i	1	-5
COc1cc(/C=N/NC(=O)c2cc(C34CC5CC(CC(C5)C3)C4)[nH]n2)ccc1O	-2	-4	10	7	7	2.0	i	-1	1
CCOC(=O)c1cc(C#N)c(N2CCNCC2)nc1C(F)(F)F	10	-2	15	-2	3	0.9	i	6	-5
COC(=O)[C@@H](NC(=O)NC1CCN(Cc2ccccc2)CC1)C(C)C	-4	-2	2	8	-1	-0.5	i	2	-6
O=C(COC(=O)CCN1C(=O)C2CC=CCC2C1=O)Nc1ccc([N+](=O)[O-])cc1 (centres undefined)	-4	-1	4	-2	-6	1.5	i	0	7
CCOC(=O)COc1c(/C=N\OC)cc(Cl)cc1OC	11	-8	-8	0	-10	-1.2	i	1	5
FC(F)(F)c1ccc(Cl)c(NC2=NCCCCC2)c1	4	-3	-4	1	-7	-0.3	i	-1	-4
CCOC(=O)C1=C(C)OC(N)=C(C#N)C1c1ccc(C)s1 (centres undefined)	4	-1	3	-5	5	1.1	i	4	-1
CCN(C[C@H]1N[C@@](CC)(C(=O)OC)[C@H]2C(=O)N(Cc3ccccc3)C(=O)[C@@H]12)S(=O)(=O)c1ccc(-c2ccccc2)cc1	-7	-8	7	-4	-4	2.1	i	0	38
COc1ccc(-c2noc(COc3ccc(C)c(C)c3)n2)cc1OC	-6	0	3	3	-4	0.4	i	3	7
Cc1nn(CCCC(=O)NCc2ccccc2Cl)c(=O)c2nccn12	3	-2	-11	4	-12	0.6	i	-3	-9

6 compounds from above, arranged by molar mass, rising:
SMILES	CendR NRP1 mod	MsrA act	SKN-1 block	MT1-MMP act inh	eLon inh	MsrA inhibitor	Neddyl block	Rin1 Abl inh	FAS TE block
FC(F)(F)c1ccc(Cl)c(NC2=NCCCCC2)c1	4	-3	-4	1	-7	-0.3	i	-1	-4
CS(=O)(=O)N1CCN(C(=O)CCc2ccccc2)CC1	6	-2	-4	-5	-12	0.5	i	1	-5
CCOC(=O)C1=C(C)OC(N)=C(C#N)C1c1ccc(C)s1 (centres undefined)	4	-1	3	-5	5	1.1	i	4	-1
Cc1cccc(C(=O)C(O)(c2ccccc2)C2CCCCC2=O)c1 (centres undefined)	2	0	0	-1	-8	-0.3	i	-4	21
COC(=O)[C@@H](NC(=O)NC1CCN(Cc2ccccc2)CC1)C(C)C	-4	-2	2	8	-1	-0.5	i	2	-6
O=C(COC(=O)CCN1C(=O)C2CC=CCC2C1=O)Nc1ccc([N+](=O)[O-])cc1 (centres undefined)	-4	-1	4	-2	-6	1.5	i	0	7
